# Screening data as filed in PubChem BioAssay.
# USP2a inh = USP2a (human) protease inhibition; O75604; USP2 core, Ub-CHOP2 coupled fluorogenic reporter, 485/531; Potency, µM (highest dose often 38.3 µM), without a hit: top-dose activity change, negative = inhibition, usual class: inhibitors; 0.01% of 330,000 active; AID 463254;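 also: potency is read from the fitted curve at half-maximal effect; plate controls were DMSO wells for no effect and full inhibition by NEM control for full effect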
#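 Deubiquitinase activity read as fluorescence (485/531 nm) after Ub-CHOP2 cleavage activates the enterokinase reporter on its substrate; USP2 core 10nM, Ub-CHOP2 and substrate 25nM each, 30min compound preincubation then 60min RT; data normalized to NEM, curves fitted.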
# PKM2 activator = activators of human pyruvate kinase M2 | P14618 | purified PKM2, Kinase-Glo ATP luminescence, activation; response scale: 0% is enzyme alone, no compound | Potency, µM (top dose mostly 57.5 µM), without a hit: at the highest dose activation, usual class: activators | 0.34% of 260,000 active; also: potency is read from the fitted curve at half-maximal effect; nearly all actives have a fitted effect of over 55% in size
#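 Kinase-Glo luminescence reports ATP generated from ADP (0.1 mM) and PEP (0.5 mM) by purified hPK-M2 after 1 h at room temperature, pH 7.2 imidazole buffer; intermediate enzyme activity allows detecting inhibitors and activators.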
# Eya2 inh = inhibitors of human Eya2 phosphatase activity; 0.006% of 330,000 active; recombinant Eya2, OMFP fluorescence dephosphorylation (OMFP is methylfluorescein phosphate); O00167; Potency, µM (top dose mostly 76.9 µM), for inactives: at the highest dose activity, negative = inhibition, usual class: inhibitors; AID 488837; also: potency is read from the fitted curve at half-maximal effect
# Target sequence (O00167 whole entry, looked up): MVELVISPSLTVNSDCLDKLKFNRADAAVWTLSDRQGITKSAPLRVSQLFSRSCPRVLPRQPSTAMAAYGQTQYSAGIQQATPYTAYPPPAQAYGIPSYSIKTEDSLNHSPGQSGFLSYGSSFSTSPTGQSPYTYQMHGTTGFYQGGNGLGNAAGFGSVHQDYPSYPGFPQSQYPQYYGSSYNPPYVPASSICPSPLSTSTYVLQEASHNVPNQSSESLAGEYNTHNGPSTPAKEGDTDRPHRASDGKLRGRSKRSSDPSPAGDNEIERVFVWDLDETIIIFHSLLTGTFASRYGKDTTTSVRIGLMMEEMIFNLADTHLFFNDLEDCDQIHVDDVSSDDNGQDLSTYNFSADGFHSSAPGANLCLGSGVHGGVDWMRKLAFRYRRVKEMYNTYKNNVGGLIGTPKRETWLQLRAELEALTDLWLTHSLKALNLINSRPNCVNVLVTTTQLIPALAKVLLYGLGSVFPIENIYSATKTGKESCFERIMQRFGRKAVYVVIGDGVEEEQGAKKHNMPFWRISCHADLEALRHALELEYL
#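 Eya2 (0.2 uM) preincubated 10 min at ambient with compound, then OMFP substrate added at 50 uM; 10 min reaction in 50 mM HEPES pH 7.5, 50 mM NaCl, 5 uM MgCl2, 0.05% BSA, 1 mM DTT. Fluorescence read at Ex 485/Em 525 nm.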
# Coupling enz = counter-screen for Giardia aldolase inhibitors: coupling enzyme system. coupling enzyme system counterscreen, AmpLite Red fluorescence. activity change, negative = inhibition, % at 58.2 µM, hits read low. 0.67% of 290,000 active. AID 2472; in the data active = activity change below about -30%
#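 Coupling enzymes only (glyceraldehyde-3-phosphate) + compound, at 57.5 uM final, 10 min RT; add substrate/coupling/AmpLite Red mix, 20 min RT; fluorescence ex 525/em 598 nm. Actives flag coupling-system interference.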
# KCNH2 3.1 block = blocks the human KCNH2 3.1 channel isoform. U2OS KCNH2 3.1, thallium flux FluxOr; stronger effect = lower value. activity change, % (tested at about 1.8 µM). 0.95% of 340,000 active. AID 720553;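 active = maximum activity change below -70%; inconclusive = maximum activity change from -70% to -50%; inactive = maximum activity change above -50%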;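 also: thallium influx rate constant from kinetic fluorescence after stimulation buffer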
#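 We transduce U2OS cells with the mutant 3.1 virus, culture them overnight, load FluxOr with Red40 quencher for 45 min, then add stimulation buffer and read kinetically for 2 min to derive a normalized rate constant.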
# uPA generation = cell surface uPA generation inhibition | cell surface uPA generation assay, qHTS | Potency, µM (doses to about 38.3 µM), inactives show at the top dose activity change, negative = inhibition, hits mostly inhibitors | 0.31% of 330,000 active; active = well fitted inhibition curve with a large enough effect; inconclusive = small, poorly fitted or top-dose-only effect; inactive = no such curve, though single readings can be large or run the other way; tested in mouse RAW 264.7 cells; also: potency is read from the fitted curve at half-maximal effect; nearly all actives have a fitted effect of over 55% in size
# BCR signal inh = blocks chronic active B-cell receptor signaling; ABC-DLBCL IkBa-CBG/CBR reporter, luminescence ratio, 4 h; 0.05% of 340,000 active; Potency, µM (series often up to 46.1 µM), for inactives: at the highest dose ratio change, negative = lower green/red ratio, actives largely listed as inhibitors; active = well fitted inhibition curve with a large enough effect in the signal ratio, with a control signal flat, not every such curve was filed as active; inconclusive = small, poorly fitted or top-dose-only effect, or effect the other way, or a change in a side signal; the % refers to the signal ratio;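 also: potency is read from the fitted curve at half-maximal effect; plate controls were basal doxycycline-induced cells for no effect and cells given 10 µM MG132 for full effect; MG132 reads +100%, hits lower the ratio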
#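 Doxycycline induced both beetle luciferases in TMD8 lymphoma cells; IKK-driven degradation limits the IkappaBalpha-fused green signal, while red luminescence normalises for cell number and nonspecific effects. Compounds tested up to 46 uM, 4 hrs.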
# GALK inhibitor = blocks human galactokinase activity | AID 1868 | 0.007% of 270,000 active | Purified GALK, Kinase-Glo residual ATP luminescence | Potency, µM (titrated, usually from 57.5 µM), for the others: at the highest dose activity change, negative = inhibition, usual class: inhibitors | P51570; also: potency is read from the fitted curve at half-maximal effect
# Target sequence (P51570 whole entry, looked up): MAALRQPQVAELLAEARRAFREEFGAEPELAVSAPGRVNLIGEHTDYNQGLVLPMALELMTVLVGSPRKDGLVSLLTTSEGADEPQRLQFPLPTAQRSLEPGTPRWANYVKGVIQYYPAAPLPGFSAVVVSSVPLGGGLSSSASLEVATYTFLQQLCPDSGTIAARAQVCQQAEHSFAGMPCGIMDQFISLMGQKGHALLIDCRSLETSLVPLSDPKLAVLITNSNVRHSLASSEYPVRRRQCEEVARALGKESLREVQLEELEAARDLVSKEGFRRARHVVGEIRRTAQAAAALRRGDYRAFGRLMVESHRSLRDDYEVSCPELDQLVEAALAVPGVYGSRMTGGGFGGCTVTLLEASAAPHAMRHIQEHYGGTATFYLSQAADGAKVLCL
#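 5 nM enzyme, 35 uM ATP, 100 uM galactose, 20 mM HEPES pH8.0, 5 mM MgCl2; 1 h RT; residual ATP by Kinase-Glo Plus luminescence, qHTS format.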
# B2AR arrestin = beta2AR (human) beta-arrestin recruitment activity | beta-arrestin recruitment to beta2AR, cell-based reporter | Potency, µM (titrated, usually from 46.1 µM), for the others: at the highest dose activation, usual class: activators | 0.02% of 330,000 active | AID 492947;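 also: potency is read from the fitted curve at half-maximal effect; 0% = DMSO controls and full agonism = EC100 isoproterenol or metaproterenol; nearly all actives have a fitted effect of over 65% in size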
# Giardia killer = kills Giardia lamblia | Giardia lamblia trophozoite viability | AID 540267 | activity change, % at 7.66 µM, hits read low | 0.15% of 340,000 active; in the data active = activity change below about -80%; inconclusive = between about -30% and that limit;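 also: parasites exposed to compound for two days anaerobically before the ATP read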
#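 Compounds were tested on trophozoites seeded at 100 cells/well and held 48 hrs at 37 deg C anaerobically. An ATP-based luminescent kit measured the remaining live cells.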
# KCNH2 WT inh = inhibitors of human wildtype KCNH2 potassium channel; Q12809; U2OS, BacMam KCNH2, thallium flux FluxOr; stronger effect = lower value; activity change, % at 1.84 µM; 0.37% of 340,000 active;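 active = maximum activity change below -70%; inconclusive = maximum activity change between -70% and -50%; inactive = maximum activity change above -50%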
#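 U2OS cells were transduced with wild-type KCNH2 virus (2.03 x 10^8 / mL) for 4 h at room temperature, then cultured overnight at 37 C. Thallium flux was read with FluxOr dye. Rate constants were normalized to DMSO controls.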
# * marks the source's active call; other numbers are inactive results; i = inactive; u = inconclusive; x = no result given; & = joins results of further samples; [ ] = dose if it differs, or a comment. Unless noted, calls follow the shape of the dose curve; as a rule, active = well fitted curve in the direction sought with a large enough effect; inconclusive = small, poorly fitted or top-dose-only effect, or another doubt; inactive = no such curve, though single readings can be large; an effect the other way counts as inactive or inconclusive. Unless noted, % is scaled to controls: 0 for no effect and ±100 for the full control effect.
SMILES,USP2a inh,PKM2 activator,Eya2 inh,Coupling enz,KCNH2 3.1 block,uPA generation,BCR signal inh,GALK inhibitor,B2AR arrestin,Giardia killer,KCNH2 WT inh
CC(C(=O)NC1CCCC1)N1CCN(Cc2ccccc2)CC1 (configuration not stated),-0.9%,1.5%,-6.3%,0.5,-8.3,2.6%,2.6%,0.9%,0.1%,-7.3,5.4
Cn1c(Cn2c(=O)sc3ccccc32)nnc1SCC(=O)NC1CCCCC1,-0.4%,0.1%,-12.4%,0.0,7.3,11.6%,-4.8%,-0.1%,-0.5%,-15.3,-3.6
CCOc1cc2[nH]c(=S)n(CC3CCCO3)c(=O)c2cc1OCC (configuration not stated),1.8%,-5.7%,-31.9%,0.0,22.4,x,2.7%,-0.2%,-0.4%,18.0,-4.0
Cn1nnc2cc(C(=O)N3CCN(c4ccccc4)CC3)ccc21,0.3%,1.4%,-9.2%,0.0,-8.2,-1.5%,-0.8%,-0.2%,-0.1%,-6.0,4.7
CN1CCN(c2ccccc2NC(=O)c2cc3c(s2)-c2ccccc2OC3)CC1,-9.2%,-3.9%,-15.0%,1.9,-14.5,6.4%,u,x,-0.6%,-2.1,16.0
O=C(CCC(=O)Nc1ccc(F)cc1)N/N=C/c1ccccc1O,1.9%,8.3%,-16.8%,-2.2,4.9,5.8%,-1.7%,-3.3%,0.0%,-13.5,-5.3
Cc1c(NC(=O)C(C)OC(=O)c2cccc([N+](=O)[O-])c2)c(=O)n(-c2ccccc2)n1C (configuration not stated),-3.7%,1.4%,u,-0.3,8.0,3.8%,-11.2%,-0.7%,-0.2%,-13.3,12.3
COc1ccc(NC(=O)CCOc2ccccc2C)cc1S(=O)(=O)N1CCCCC1,0.8%,x,-10.8%,x,-4.2,0.1%,9.7%,x,0.0%,-14.4,-5.9
CCC(=O)c1ccc(OCC(=O)OCC(=O)N2CCN(c3ccc(OC)cc3)CC2)cc1,-0.7%,x,17.1%,x,7.8,2.9%,0.6%,x,0.1%,0.5,-11.2
CN(c1ccccc1)c1nc(N2CCCC2)nc(-n2ccnc2)n1,0.4%,1.0%,-3.6%,0.4,-13.6,-2.8%,9.8%,-2.1%,-0.4%,36.8[activator],-4.6
COC(=O)c1c(NC(=O)CSc2nnnn2-c2ccccc2)sc2c1CCC(C(C)(C)C)C2 (configuration not stated),9.6%,-1.3%,2.9%,0.4,8.8,6.5%,-3.7%,-0.3%,-0.1%,-19.7,-2.1
COc1ccc(S(=O)(=O)N2CCN3CCCC3C2)cc1 (configuration not stated),-1.5%,-0.2%,3.1%,0.6,2.7,2.2%,1.9%,-0.5%,-0.2%,-2.7,2.1
O=[N+]([O-])c1cc(Cl)ccc1N1CCN(c2cccc(C(F)(F)F)c2)CC1,1.6%,8.0%,-2.0%,0.3,-9.5,2.1%,7.2%,-3.5%,-0.4%,-11.6,-4.4
Cc1cc(C(=O)OCC(=O)N2C(C)CCCC2C)c2ccccc2n1 (configuration not stated),0.0%,x,2.3%,x,-13.6,-7.1%,-0.7%,x,0.0%,40.8[activator],3.5
CN(C)S(=O)(=O)c1ccc(NC(=O)COc2ncnc3c2cnn3-c2ccccc2)cc1,2.4%,-3.5%,0.6%,-0.4,4.4,6.2%,23.8%,-0.5%,-0.4%,-4.5,23.9
c1ccc(CNC2=NCCC2)nc1,1.1%,6.3%,16.9%,2.1,1.8,1.8%,4.2%,0.5%,0.6%,45.5[activator],2.3
COc1ccc(CCNC(=S)N2CCN(S(=O)(=O)c3ccccc3)CC2)cc1,-0.5%,x,-1.0%,x,-2.4,-8.5%,-15.9%,x,0.0%,27.3,19.8
CCN(Cc1ccccc1)S(=O)(=O)c1ccc(C(=O)N2CCN(c3nc4ccccc4s3)CC2)cc1,3.6%,-1.4%,-0.3%,5.8,-46.8,1.0%,0.8%,0.8%,-3.6%,12.0,24.1
Cc1cc(C(=O)CN2C(=O)NC(C)(c3cccc(Br)c3)C2=O)c(C)n1Cc1ccco1 (configuration not stated),-2.2%,16.9%,5.9%,-0.6,-6.3,-1.5%,-5.4%,4.9%,0.4%,1.9,-4.7
Cc1ccc(/C(=N\S(=O)(=O)c2ccc(Br)cc2)Nc2ccccc2C)cc1,3.5%,9.7%,-13.4%,-1.5,-15.9,0.3%,-7.2%,14.5%,0.1%,-2.9,11.6
CCCCCC1CC(CC(=O)Nc2ccc([N+](=O)[O-])cc2)C(=O)O1 (configuration not stated),-1.3%,-18.4%,-26.5%,-3.0,-71.3*,-0.6%,u,0.6%,-0.5%,24.5,x
CCOc1[nH]c(/N=C/c2ccco2)c(C#N)c1C#N,6.0%,-6.0%,17.0%,-4.7,-13.2,7.6%,4.6%,5.0%,0.4%,-4.2&-0.4,-7.3
CCCCON1C(=O)c2cccc3cccc(c23)C1=O,-0.7%,8.5%[11.5 µM],1.8%,-0.3,-23.8,4.8%,-0.1%,4.5%,0.2%,17.7,-3.6
Cc1c(/C=N\NC(=O)C2COc3ccc(C(C)(C)C)cc3O2)c2ccccc2n1C (configuration not stated),3.4%,1.2%,-1.5%,-2.5,-10.0,-0.2%,5.9%,-2.5%,-0.1%,7.3,3.9
COc1ccc2cc(CN(C(=O)Nc3ccccc3)C3CCCC3)c(=O)[nH]c2c1,u,0.1%,-9.8%,-1.0,3.9,-2.8%,u,6.6%,3.1%,-11.6,6.1
O=C1N(Cc2ccc(F)cc2Cl)c2ccccc2C12OCCCO2,-0.6%,-3.0%,9.8%,-1.7,-11.8,3.4%,u,-0.1%,0.0%,35.0[activator],-5.1
S=C(Nc1ccccn1)c1ccccn1,-7.5%&-14.7%,-37.9%&-29.9%,-5.0%&2.5%,-27.1&-26.5,6.3,-9.2%,u,1.3%&7.4%,u,1.9,5.1
OC(c1ccccc1)(c1ccc(F)cc1)C(c1ccccc1)N1CCOCC1 (configuration not stated),-4.2%,-3.7%,3.1%,x,0.9,8.5%,u,-0.8%,0.3%,26.5,-20.2
CCOC(=O)c1cc(CC)sc1NC(=O)c1ccc2c(c1)OCCO2,8.3%,1.2%,-6.7%,-5.8,-1.9,3.0%,u,0.4%,0.1%,7.3,0.2
COC(=O)CSc1cc(C(F)(F)F)nc(-c2ccccn2)n1,1.9%,-0.2%,1.3%,2.1,x,2.0%,-3.4%,-1.4%,-0.2%,-8.7,-3.1
O=C(NNc1nc2cc3c(cc2s1)OCCO3)c1ccc(F)cc1,-0.8%,2.0%,-13.1%,3.9,4.8,5.0%,-3.7%,2.9%,-0.1%,12.7,-0.8
CCc1cc(=O)oc2cc(OCC(=O)NCCCn3ccnc3)ccc12,-0.6%,-8.8%,-10.7%,0.8,-5.4,-5.7%,0.3%,-1.0%,0.4%,3.4,35.3
O=S(Cc1ccc(Br)cc1)Cc1nnc(SCc2ccc(Cl)cc2)n1-c1ccccc1 (configuration not stated),-1.7%,0.8%,-5.9%,0.7,-12.3,-6.4%,u,-1.2%,0.0%,2.3,-4.6
CC(=O)NC12CC3CC(C1)CC(C(=O)OCC(=O)c1cc(C)n(C)c1C)(C3)C2,-4.9%,x,-26.7%,x,-7.1,u,-0.6%,x,0.0%,-12.6,-5.4
O=C(N/N=C/c1ccco1)c1[nH]ncc1Br,4.8%,x,-6.4%,x,x,x,u,4.0%,-0.2%,x,x
CC12CCC(C(=O)N(c3ccccc3Cl)C1=O)C2(C)C (configuration not stated),5.3%,7.2%,3.7%,4.2,17.2,1.4%,0.3%,0.3%,-0.6%,10.2,i
NC(=O)NC(CC(=O)OCC(=O)NC(=O)NCc1ccco1)c1ccc(Cl)cc1 (configuration not stated),-1.0%,31.0%,-15.7%,3.0,-0.4,-11.3%,u,-0.2%,0.1%,3.7,-16.3

# In the list so far, these contain a thiophene ring, fused or not:
SMILES,USP2a inh,PKM2 activator,Eya2 inh,Coupling enz,KCNH2 3.1 block,uPA generation,BCR signal inh,GALK inhibitor,B2AR arrestin,Giardia killer,KCNH2 WT inh
CN1CCN(c2ccccc2NC(=O)c2cc3c(s2)-c2ccccc2OC3)CC1,-9.2%,-3.9%,-15.0%,1.9,-14.5,6.4%,u,x,-0.6%,-2.1,16.0
COC(=O)c1c(NC(=O)CSc2nnnn2-c2ccccc2)sc2c1CCC(C(C)(C)C)C2 (configuration not stated),9.6%,-1.3%,2.9%,0.4,8.8,6.5%,-3.7%,-0.3%,-0.1%,-19.7,-2.1
CCOC(=O)c1cc(CC)sc1NC(=O)c1ccc2c(c1)OCCO2,8.3%,1.2%,-6.7%,-5.8,-1.9,3.0%,u,0.4%,0.1%,7.3,0.2
